Screening data deposited in PubChem by several laboratories.
Ba/F3 V617F tox – lowers viability of Ba/F3 cells expressing EpoR and JAK2V617F; ATP luminescence; inhibition, % at 5.6 µM; 1.1% of 220,000 active;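 active = inhibition above the campaign mean plus 3 SD over all tested compounds, cut at about 24% in these data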;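 note: cytokine-independent growth of Ba/F3 cells driven by EpoR plus mutant JAK2; 0% = DMSO-treated cells and 100% = JAK inhibitor I control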
MDM2 E3 inh – Mdm2 E3 ligase (human) inhibition. cell-based MDM2 ubiquitination luciferase reporter, 2 h; 0 = plate control, 100 = twice control, blank-subtracted. signal enhancement, % at 5 µM. 0.11% of 210,000 active. AID 1230;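 active = signal enhancement of 30% or more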;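 note: luminescence tracks abundance of the self-degrading MDM2-luciferase fusion protein; higher signal means inhibition of MDM2 E3 ligase activity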
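system = mammalian cells stably expressing self-ubiquitinating, self-degrading MDM2 E3–luciferase fusion | quantity = 2000 cells per well seeded | incubation = 4 h cell settling then 2 h compound exposure, 37 °C | signal = SteadyLite luminescence, 15 min reagent step | benchmarks = plate control and blank wells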
PERK inh – inhibitors of human PERK kinase; Q9NZJ5; CHO PERK-DD fusion, SEAP luminescence translation reporter; inhibition, % at 5.6 µM; 0.17% of 220,000 active;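 active = inhibition above the mean inhibition of all tested compounds plus 3 SD, set separately per screening campaign, cut at about 2.9% in these data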;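 note: PERK kinase domain activated by AP20187 dimerizer at 100 nM; 0% = DMSO with dimerizer and 100% = rapamycin at 8.4 µM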
Target sequence (Q9NZJ5 whole entry, looked up, the tested form may be a part): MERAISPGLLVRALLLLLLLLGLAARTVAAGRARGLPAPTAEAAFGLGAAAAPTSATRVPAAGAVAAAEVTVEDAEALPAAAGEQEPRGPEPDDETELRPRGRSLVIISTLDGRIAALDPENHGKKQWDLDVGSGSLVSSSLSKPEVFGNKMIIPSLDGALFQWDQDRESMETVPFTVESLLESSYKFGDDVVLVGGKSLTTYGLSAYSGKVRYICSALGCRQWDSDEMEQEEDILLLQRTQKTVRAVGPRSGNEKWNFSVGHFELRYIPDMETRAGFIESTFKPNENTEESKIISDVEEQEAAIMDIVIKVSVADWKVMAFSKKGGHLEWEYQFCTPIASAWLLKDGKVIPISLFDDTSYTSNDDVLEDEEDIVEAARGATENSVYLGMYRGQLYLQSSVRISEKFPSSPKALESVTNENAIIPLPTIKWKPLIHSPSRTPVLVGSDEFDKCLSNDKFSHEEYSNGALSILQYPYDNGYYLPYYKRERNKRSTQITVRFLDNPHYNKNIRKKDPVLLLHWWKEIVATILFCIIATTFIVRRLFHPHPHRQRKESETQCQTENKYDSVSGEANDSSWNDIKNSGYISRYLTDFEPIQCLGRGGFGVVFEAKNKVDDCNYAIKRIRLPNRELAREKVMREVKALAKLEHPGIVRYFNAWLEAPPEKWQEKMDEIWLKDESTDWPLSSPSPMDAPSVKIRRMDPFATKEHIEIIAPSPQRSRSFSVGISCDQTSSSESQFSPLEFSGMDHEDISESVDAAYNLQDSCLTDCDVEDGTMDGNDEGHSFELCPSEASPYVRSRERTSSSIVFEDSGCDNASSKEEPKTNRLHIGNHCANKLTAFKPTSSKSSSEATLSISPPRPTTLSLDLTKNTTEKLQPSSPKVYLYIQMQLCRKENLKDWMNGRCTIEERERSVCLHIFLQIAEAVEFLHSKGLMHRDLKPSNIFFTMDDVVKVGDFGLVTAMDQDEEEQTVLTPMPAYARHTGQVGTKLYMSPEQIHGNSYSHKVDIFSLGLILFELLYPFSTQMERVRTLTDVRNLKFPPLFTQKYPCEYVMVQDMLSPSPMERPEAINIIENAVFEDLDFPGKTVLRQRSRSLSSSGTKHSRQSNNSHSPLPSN
Wee1 degr inh – human Wee1 degradation inhibition, primary screen; reporter increase, % at 5 µM; HeLa Luc-Wee1K328M stability, luciferase luminescence; 100% = proteasome inhibitor MG132 effect; AID 1321; P30291; 1.2% of 220,000 active;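 active = activation above the mean of all tested compounds plus 3 SD, set per screening run, cut at about 8.8% in these data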;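 note: cells exposed to compound for 20 h before luminescence read; 0% = DMSO alone and 100% = MG132 at 30 µM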
BaF3 tox – reduces parental Ba/F3 cell viability, JAK2V617F counter-screen | CellTiter-Glo ATP luminescence | inhibition, % at 5.6 µM | 1.1% of 220,000 active | AID 1486;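 active = inhibition above a per-campaign cutoff, the mean inhibition of all tested compounds plus 3 SD, cut at about 27% in these data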;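 note: 0% = DMSO wells and 100% = JAK Inhibitor I control wells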
eIF4E 4G PPI – eIF4E/eIF4G interaction inhibition in translation initiation; TR-FRET eIF4E-eIF4GI(517-606) binding, 2 h; inhibition, % at 21.7 µM; 0.37% of 220,000 active; AID 782;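 active = inhibition above about 30%, limit read from the data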;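 note: 0% = full FRET control wells and 100% = background wells lacking eIF4GI fragment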
S1P4 ag – human S1P4 receptor agonism; O95977; S1P4-expressing cell line, agonist reporter assay; activation, % at 4.98 µM; 0.35% of 220,000 active; AID 1509; in the data active = activation above about 11%;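 note: 0% = DMSO vehicle and 100% = reference agonist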
S1P4 antag – blocks the human S1P4 receptor. O95977. S1P4-expressing cells, antagonist mode, reporter read-out. inhibition, % at 4.98 µM. 0.26% of 220,000 active. AID 1510; in the data active = inhibition above about 29%;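 note: 0% = wells stimulated with agonist and 100% = vehicle wells without agonist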
NPY2 pot ag – potentiators or agonists of human neuropeptide Y receptor Y2. P49146. cells expressing NPY-Y2, potentiator/agonist read-out. activation, % at 3.6 µM. 0.45% of 220,000 active. AID 1359; in the data active = activation above about 27%;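 note: cells stimulated with NPY near EC25 plus isoproterenol at EC100; 0% = vehicle plus submaximal agonist and 100% = vehicle plus saturating agonist; some results beyond the cut were filed as inactive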
* hit, by the source's call; . = not tested or not shown; [ ] = dose if it differs, or a comment. Hits appear at their usual frequency. About 4.1% of those tested had a hit in this group.

canonical_smiles	Ba/F3 V617F tox	MDM2 E3 inh	PERK inh	Wee1 degr inh	BaF3 tox	eIF4E 4G PPI	S1P4 ag	S1P4 antag	NPY2 pot ag
O=c1cnc(-c2ccc(Cl)cc2)cn1O	-1	-1	1.3	1	10	0	-0.4	1	-9
Cc1cccc(-n2ncc3c(N4CCCC4)ncnc32)c1	6	.	-1.0	4	9	1	-0.5	2	4
CCCOc1c(Br)cc(C2C3=C(CCCC3=O)N(CC)C3=C2C(=O)CCC3)cc1OC	4	-6	0.1	0	8	10	4.2	-14	7
CCOC(=O)c1c(NC(=S)Nc2ccccc2)sc2c1CCN(CC)C2	3	51*	-1.1	-3	4	-6	-0.8	-7	-2
Cc1cccc(C(=O)NCCCN2CCCC2=O)c1	-3	-10	0.3	-1	4	3	-0.7	8	-32
Cc1ccc(Cn2c(SCCN3CCOCC3)nc3c2c(=O)n(C)c(=O)n3C)cc1	1	-9	-0.3	4	8	-3	-1.3	-8	-2
CCC(c1nnnn1CCc1ccccc1)N(Cc1ccco1)Cc1cc2c(C)ccc(C)c2[nH]c1=O (centres undefined)	-2	-6	-0.2	0	-1	4	1.0	-5	-19
Cc1ccccc1C1c2[nH]c3ccccc3c2CCN1CCCn1cccn1 (centres undefined)	-2	-13	0.8	-1	-5	1	2.3	4	-20

Reprinted from the part before: two compounds, followed by the next part.
canonical_smiles	Ba/F3 V617F tox	MDM2 E3 inh	PERK inh	Wee1 degr inh	BaF3 tox	eIF4E 4G PPI	S1P4 ag	S1P4 antag	NPY2 pot ag
CCC(c1nnnn1CCc1ccccc1)N(Cc1ccco1)Cc1cc2c(C)ccc(C)c2[nH]c1=O (centres undefined)	-2	-6	-0.2	0	-1	4	1.0	-5	-19
Cc1ccccc1C1c2[nH]c3ccccc3c2CCN1CCCn1cccn1 (centres undefined)	-2	-13	0.8	-1	-5	1	2.3	4	-20
O=C1C2C(c3ccccc3)C=CC(c3ccccc3)C2C(=O)N1CCO (centres undefined)	-1	.	-0.2	-1	0	.	-1.5	-9	-1
CCCCC(=O)N(CCOC)c1nnc(-c2cccnc2)s1	0	-10	-0.2	-2	7	-7	0.7	10	-2
COc1cccc(CNc2nc(-c3cccnc3)nc3ccccc23)c1	4	-1	0.4	-2	10	-5	1.7	-18	-2
COC(=O)c1cn(CC(=O)N2CCCCC2C)c2ccccc12 (centres undefined)	-2	-9	-0.2	-2	-2	1	0.2	-4	-5
Cc1noc(C)c1S(=O)(=O)NC1CCCc2ccccc21 (centres undefined)	-4	-7	1.1	-2	0	-7	0.0	-6	4
COc1cccc(-n2nc(C(N)=O)c(O)cc2=O)c1	1	-13	1.0	1	3	1	-0.7	0	-2
CC(=C/c1ccco1)/C=N/NC(=O)c1ccncc1	5	-13	2.4	-4	1	-1	1.8	-8	4
Cc1ccccc1OCC(=O)N=Nc1c(O)n(C)c2ccccc12	-7	-6	0.4	7	1	-4	-0.7	2	-32

The list continues.
canonical_smiles	Ba/F3 V617F tox	MDM2 E3 inh	PERK inh	Wee1 degr inh	BaF3 tox	eIF4E 4G PPI	S1P4 ag	S1P4 antag	NPY2 pot ag
COc1ccccc1C(=O)N(CCC1CCCN1C)c1nc2ccccc2s1 (centres undefined)	-5	-57	-0.9	-3	-2	3	-3.8	-7	-16
Nc1nnc(CCS(=O)(=O)c2cc(Cl)ccc2Cl)s1	3	-10	-0.8	-2	1	0	0.6	-16	0
CNC(=O)COc1ccc(C=O)cc1OC	-1	14	0.8	-1	-1	-2	-1.0	-12	10
Cc1cccc(S(=O)(=O)Nc2ccc(-c3cn4ccccc4n3)cc2)c1	-5	-14	0.0	2	2	-1	1.3	-13	-4
CCCCCCCc1nc2c(=O)n(C)c3ccccc3c2o1	0	-11	0.3	2	7	-3	0.1	-9	1
O=C(NC1CCCC1)C1CCCN(S(=O)(=O)c2cccc3cccnc23)C1 (centres undefined)	0	-10	-0.5	-1	2	1[fluorescence artefact?]	2.6	-3	7
O=C(O)CCCC(=O)Nc1ccc(Sc2ccc([N+](=O)[O-])cc2)cc1	-4	-5	0.4	-1	-1	-6	0.7	-19	4
O=C(/C=C/c1ccco1)NCc1ccc(F)cc1	2	-12	0.5	-1	6	-4	-1.3	6	6

Further compounds follow.
canonical_smiles	Ba/F3 V617F tox	MDM2 E3 inh	PERK inh	Wee1 degr inh	BaF3 tox	eIF4E 4G PPI	S1P4 ag	S1P4 antag	NPY2 pot ag
O=C(O)c1cccc(NC(=S)NC(=O)C(c2ccccc2)c2ccccc2)c1	-1	-9	1.2	0	2	-1	0.9	-9	0
O=C(COC(=O)CNC(=O)c1cccc([N+](=O)[O-])c1)NCc1ccco1	-1	-16	-0.2	-2	2	-2	1.1	-10	-9
COc1ccc(NC(=O)COC(=O)Cc2ccc(Br)cc2)cc1	0	-1	-0.8	2	0	3	-0.8	12	-15
CCc1ccccc1NC(=O)c1cccc(Oc2ccc([N+](=O)[O-])cc2Cl)c1	-1	-4	0.1	-2	7	2	3.7	-14	1
CCN(CC)c1ccc(NC(=O)COC(=O)c2cccs2)cc1	-2	0	1.7	-1	5	-9	1.6	2	0
N#Cc1c(NC(=O)CN2CCN(S(=O)(=O)c3ccc4c(c3)OCCO4)CC2)sc2c1CCC2	0	0	1.0	-3	3	-6	-1.2	8	7
Nc1ccc(N2CCN(c3ccccc3)CC2)c(F)c1	0	-2	0.7	1	7	12	-0.6	1	-7
C=CCSC1=C(C#N)C(c2ccccc2)CC(=O)N1 (centres undefined)	-2	-8	1.1	-2	3	1	-0.4	-29	-4

Continuation.
canonical_smiles	Ba/F3 V617F tox	MDM2 E3 inh	PERK inh	Wee1 degr inh	BaF3 tox	eIF4E 4G PPI	S1P4 ag	S1P4 antag	NPY2 pot ag
COC(=O)CSc1nc2ccc(NC(=O)c3ccccc3C(=O)N3CCOCC3)cc2s1	5	-13	-0.2	-1	3	5	0.5	-2	95*
O=C(C1CCCCN1S(=O)(=O)c1ccccc1)N1CCCCC1 (centres undefined)	2	2	1.4	1	4	-5	0.3	0	-10
O=C(Nc1ccccc1)O/N=C(\c1ccccc1)c1ccccn1	1	-15	1.5	2	5	-2	2.5	-4	-3
O=C(NC1CCCC1)C(c1ccc(Cl)cc1)N1CCOCC1 (centres undefined)	-2	-12	0.4	0	6	0	-1.0	-9	-7
NC(=S)Nc1ccc2cn[nH]c2c1	-1	-4	1.7	-2	0	-4	0.1	-2	9
CCOc1cc(CNc2ccc(S(N)(=O)=O)cc2)cc(Cl)c1OC	-2	14	0.6	-2	4	17	1.3	-118	13
CC(=O)c1cc(F)c(N2CCCC2)cc1C	-1	-7	1.5	0	3	2	1.6	8	-1
O=C(NCc1csc(-c2cccs2)n1)Nc1ccc(C(F)(F)F)cc1	-7	-11	-0.1	0	2	-2	2.4	-3	-5

The listing continues:
canonical_smiles	Ba/F3 V617F tox	MDM2 E3 inh	PERK inh	Wee1 degr inh	BaF3 tox	eIF4E 4G PPI	S1P4 ag	S1P4 antag	NPY2 pot ag
Cc1ccc(C(=O)C[n+]2cccc3cc(C)ccc32)cc1	5	-8	0.3	1	70*	3	0.7	-13	-3
COc1ccc2c(c1OC)C(=O)OC2Nc1nc(-c2ccc([N+](=O)[O-])cc2)cs1 (centres undefined)	-1	-5	2.2	-2	-3	-8	-1.2	10	-23
COc1ccc(-c2nnn(CC(=O)N3CCOCC3)n2)cc1	2	-14	1.6	3	5	1	1.6	-20	-9
CCOC(=O)CC1C(=O)NCCN1C(=O)c1c(F)cccc1F (centres undefined)	-4	-7	0.2	0	7	-6[fluorescence artefact?]	-4.1	-4	1
O=C1CC(c2ccccc2)n2nc(NC(=O)c3ccccn3)nc2N1 (centres undefined)	5	-2	0.1	-3	7	2[fluorescence artefact?]	0.3	-9	0
COCCN(CCOC)Cc1c(O)ccc2c3c(c(=O)oc12)CCC3	-2	-9	-1.1	-2	3	-10	1.1	-4	20
O=S(=O)(c1cccc(C(F)(F)F)c1)N1CCN(c2cnccn2)CC1	1	-2	1.5	4	9	0	1.5	6	2
COc1ccc(OCC(=O)NCc2cccnc2)cc1	-4	-15	-0.4	0	2	0[fluorescence artefact?]	2.4	0	-1

Additional entries follow.
canonical_smiles	Ba/F3 V617F tox	MDM2 E3 inh	PERK inh	Wee1 degr inh	BaF3 tox	eIF4E 4G PPI	S1P4 ag	S1P4 antag	NPY2 pot ag
COc1cccc(N2C(=O)C(c3ccccc3)=C(c3nc4ccccc4s3)C2NC(C)=O)c1 (centres undefined)	-1	1	-0.3	3	3	2	0.9	4	3
O=C(Nc1ccccc1)Nc1nc(-c2ccccc2)cs1	-3	-7	-0.6	-1	-2	2	-1.0	-6	7
Cc1ccc(S(=O)(=O)N2CCN(CC(=O)NC(=O)NCc3ccco3)CC2)cc1C	-2	.	1.7	-2	-6	-11	-0.2	-5	8
O=C(Nc1nc2ccccc2s1)Nc1ccc([N+](=O)[O-])cc1Cl	-3	.	0.9	2	-2	-4	-0.8	-10	6
Cc1cccc(-n2c(O)c(C=NC3CCS(=O)(=O)C3)c3ccccc3c2=O)c1C (centres undefined)	-6	-4	-0.8	0	1	-2	1.3	-21	22
CC(/C=C/c1ccccc1)NC(N)=O (centres undefined)	4	-6	0.7	-1	3	1	0.5	-15	3
Nc1nc2sc3c(c2cc1C(=O)N1CCOCC1)CCCC3	-2	4	-0.1	-1	2	8	-3.2	-5	-2
C1=CN2CCC1C(c1ccccc1)C2 (centres undefined)	-5	-4	0.6	7	-4	5	-1.7	4	18

(further entries)
canonical_smiles	Ba/F3 V617F tox	MDM2 E3 inh	PERK inh	Wee1 degr inh	BaF3 tox	eIF4E 4G PPI	S1P4 ag	S1P4 antag	NPY2 pot ag
Cc1nc([N+](=O)[O-])c(N2CCOCC2)n1Cc1ccccc1	0	-81	1.5	-1	-6	-3	-0.6	-6	-24
Cc1sc2nc(SCC(=O)Nc3c(C)n(C)n(-c4ccccc4)c3=O)n(C)c(=O)c2c1C	1	-18	-0.7	0	7	3	0.4	-7	7
C=CCOc1nc2c(c(=O)n(C)c(=O)n2C)n1Cc1ccccc1	-3	-11	-1.5	2	2	3	-0.2	-4	0
COC(=O)c1cccc(S(=O)(=O)N2CCC(C)CC2)c1	-4	-10	-0.2	1	-1	-2	-2.3	11	12
Cc1ccccc1NC(=O)CSc1nnc(-c2ccccc2)n1-c1ccccc1	-2	-13	-0.5	0	0	-4[fluorescence artefact?]	0.2	-8	-1
C=CCNC(=O)c1ccccc1NC(=O)Cc1ccccc1[N+](=O)[O-]	4	-19	0.0	-2	6	-1	0.0	-9	9
O=C(CCN1CCOCC1)Nc1c(-c2ccccc2)c2cc(Br)ccc2[nH]c1=O	-2	-7	0.8	0	4	-7	0.1	-17	15
